Assay outcomes: PubChem BioAssay, several laboratories
Efflux pump mplx – antifungal efflux pump inhibition, Nile Red retention. S. cerevisiae Candida pump triplex. inhibition, % at 10 µM. hit rate 0.44% among 330,000. AID 485275;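 active = plate passing quality check with inhibition over a set limit, or well fluorescence over plate mean plus 4 SD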;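 note: Nile Red retained in pooled yeast measured as flow cytometry median fluorescence; 0% = buffer negative control and 100% = Enniatin B positive control; higher means more Nile Red kept so more efflux inhibition; some compounds called inactive have numbers as strong as hits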
Fam108B counter – Fam108B inhibition, counter-screen for RBBP9 inhibitors | recombinant Fam108B, FP-Rh probe fluorescence polarization | inhibition, % at 9.51 µM | hit rate 0.33% among 300,000 | AID 1947;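 active = inhibition above the screen mean inhibition plus 3 SD, computed separately per campaign, cut at about 18% in these data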;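 note: inhibitors lower polarization as less probe binds the enzyme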
GLD-1 RNA inh – GLD-1-TGE RNA interaction inhibition (C. elegans); purified GLD-1 + fluorescein TGE RNA, fluorescence polarization; Q17339; inhibition, % at 5.96 µM; hit rate 0.44% among 320,000;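 active = percent inhibition above a per-plate cutoff, the plate mean of test compounds plus 3 SD, cut at about 30% in these data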;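 note: 0% = DMSO wells with GLD-1 and probe and 100% = wells lacking GLD-1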
BCLXL inh – blocks human Bcl-xL binding to Bim BH3 peptide. inhibition, % at 10.9 µM. Q07817. hit rate 0.7% among 320,000. GST-Bcl-xL / FITC-Bim BH3 peptide fluorescence polarization;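 active = inhibition above the mean of all tested compounds plus 3 SD, cutoff set per campaign, cut at about 30% in these data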;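 note: 0% = DMSO wells and 100% = unlabeled Bim-BH3 peptide competitor; inhibitors lower millipolarization by displacing the labeled peptide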
Target sequence (Q07817 whole entry, looked up): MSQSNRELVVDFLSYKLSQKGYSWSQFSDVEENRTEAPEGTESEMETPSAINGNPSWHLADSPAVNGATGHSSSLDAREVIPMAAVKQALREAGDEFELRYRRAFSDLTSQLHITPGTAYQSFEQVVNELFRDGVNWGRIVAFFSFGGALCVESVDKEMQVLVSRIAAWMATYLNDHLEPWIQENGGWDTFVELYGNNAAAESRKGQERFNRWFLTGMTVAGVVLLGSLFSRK
GRK2 aptamer HTS – human GRK2 inhibition via aptamer displacement | P25098 | bead flow cytometry, FAM-aptamer displacement from GRK2 | inhibition of aptamer binding, % at 10 µM | hit rate 0.59% among 330,000 | AID 488847;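 active = inhibition of aptamer binding above 40%, roughly 3 SD of noise, on plates passing a quality check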;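 note: median bead fluorescence of bound FAM aptamer so fluorescent compounds give negative values; no value below 0 was filed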
VLA-4 inh – inhibition in a human VLA-4 binding assay | inhibition, % (about 7 µM as worked out from the volumes in the protocol) | P13612 | hit rate 0.2% among 330,000 | VLA-4 expressing cells, ligand binding flow cytometry | AID 2557; in the data active = inhibition above about 50%
MCL1 BIM primary – MCL1-BIM-BH3 interaction inhibition (human); hit rate 0.68% among 320,000; inhibition, % at 10.9 µM; AID 2057; Q07820; GST-MCL1 / FITC-Bim-BH3 fluorescence polarization;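 active = inhibition above the mean inhibition of all tested compounds plus 3 SD, set per campaign, cut at about 40% in these data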;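 note: 0% = DMSO wells and 100% = unlabeled Bim-BH3 peptide control; higher means more loss of mP so more displacement of Bim peptide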
Target sequence (Q07820 whole entry, looked up): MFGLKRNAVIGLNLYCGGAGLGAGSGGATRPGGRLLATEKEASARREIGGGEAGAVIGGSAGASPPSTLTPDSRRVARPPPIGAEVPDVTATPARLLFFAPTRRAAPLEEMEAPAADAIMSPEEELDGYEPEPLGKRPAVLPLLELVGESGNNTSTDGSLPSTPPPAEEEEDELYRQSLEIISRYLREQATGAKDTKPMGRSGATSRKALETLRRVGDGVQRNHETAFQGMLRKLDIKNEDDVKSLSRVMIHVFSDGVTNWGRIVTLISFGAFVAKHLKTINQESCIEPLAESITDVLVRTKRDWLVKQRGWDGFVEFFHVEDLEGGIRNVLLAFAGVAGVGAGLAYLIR
PME-1 inh – blocks human protein phosphatase methylesterase 1; recombinant PME-1, FP-Rh probe fluorescence polarization; inhibition, % at 5.9 µM; hit rate 0.53% among 320,000; AID 2130;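 active = inhibition above the campaign mean of all compounds plus 3 SD, cut at about 26% in these data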;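 note: competitive labeling of PME-1 active site by serine hydrolase directed probe; 0% = PME-1 with DMSO and 100% = wells lacking PME-1 enzyme; inhibitors block probe labeling so polarization falls and inhibition rises; many of its hits are not listed in these tables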
MEX-5 binding – C. elegans MEX-5 TCR-2 RNA binding activity | Q9XUB2 | MEX-5/FITC-TCR2 RNA binding, fluorescence polarization; hits give low values | activity score (negative = inhibition of binding), % at 10 µM | hit rate 0.38% among 300,000 | AID 1832;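 active = inhibition past about -25% in most replicates, and total fluorescence under double the plate's negative control median, limit read from the data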;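 note: 0% = DMSO and -100% = 5 µM competing unlabeled TCR2 RNA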
Target sequence (Q9XUB2 whole entry, looked up): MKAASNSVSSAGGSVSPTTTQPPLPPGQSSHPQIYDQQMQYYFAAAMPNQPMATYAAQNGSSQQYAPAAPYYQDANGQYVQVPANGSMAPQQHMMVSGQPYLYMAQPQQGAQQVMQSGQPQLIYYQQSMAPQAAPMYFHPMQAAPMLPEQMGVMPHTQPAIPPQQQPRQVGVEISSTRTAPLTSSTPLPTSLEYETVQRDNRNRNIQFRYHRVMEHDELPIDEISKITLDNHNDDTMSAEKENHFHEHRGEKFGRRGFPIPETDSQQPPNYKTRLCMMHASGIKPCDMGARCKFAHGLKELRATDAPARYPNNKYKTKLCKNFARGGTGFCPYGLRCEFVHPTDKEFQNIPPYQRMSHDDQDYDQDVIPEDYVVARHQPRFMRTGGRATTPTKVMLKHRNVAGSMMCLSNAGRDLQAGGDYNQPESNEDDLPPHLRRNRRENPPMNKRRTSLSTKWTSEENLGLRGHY
Active calls of the source: *; . = not tested or not shown. This is a subset; count on the stated rates, not on these rows.

SMILES	Efflux pump mplx	Fam108B counter	GLD-1 RNA inh	BCLXL inh	GRK2 aptamer HTS	VLA-4 inh	MCL1 BIM primary	PME-1 inh	MEX-5 binding
CCOC(=O)c1c(C)n(C)c2ccc(OCC(O)CN3CCCCCC3)cc12 (stereo not given)	-0.2	0.4	1.6	1.5	0.0	-18.1	8.9	-0.5	-0.2
CC(=O)n1cc([C@@H]2C=C(C(=O)N3CCOCC3)O[C@H](OCc3ccc(CO)cc3)C2)c2ccccc21	-0.2	4.0	0.3	4.8	1.0	-5.4	5.9	3.2	1.7
Cc1ccc(-c2noc(CCC(=O)NCC3CCN(Cc4cccc(C)c4)CC3)n2)cc1	0.3	-0.8	-2.8	-4.8	0.0	17.3	-7.4	0.1	-2.6
CC(=O)Nc1ccc(CN2CCC(Oc3ccc(C(=O)N4CCCC4)cc3)CC2)cc1	0.0	-4.3	-1.6	1.5	8.0	0.0	10.9	-6.9	1.9
CCn1c(SCC(=O)N2CCCC(C)C2)nnc1-c1ccc(S(=O)(=O)N2CCN(C)CC2)cc1 (stereo not given)	0.2	-6.8	1.3	-2.9	0.0	-30.6	-9.0	-5.1	1.3
COc1ccc(NC(=O)Cn2nnc(C(=O)NCCc3ccc(OC)c(OC)c3)c2N)c(OC)c1	0.5	1.2	-2.8	-4.9	0.0	11.0	-1.2	3.7	1.0
Cc1nc2cc(Cl)ccc2n1CCO	0.0	0.3	5.6	1.2	0.0	8.4	3.6	4.5	2.0
CN(C)C(=S)Nc1cccc(C(F)(F)F)c1	-0.3	1.3	4.6	3.8	2.0	11.1	2.2	-0.2	0.8
COc1ccc(-c2noc(C3CCCN(C(=O)c4cccc(C)c4)C3)n2)cc1 (stereo not given)	-0.1	3.3	1.2	1.1	4.0	24.2	3.2	8.5	3.2
CN(C)C(CNC(=O)Nc1cccc(Cl)c1)c1cccnc1 (stereo not given)	0.1	3.4	-5.3	4.1	1.0	1.1	2.7	5.1	1.6
CCOC(=O)C1(C(F)(F)F)N=C(C(F)(F)F)Nc2cc(C)c(C)cc21 (stereo not given)	0.0	2.6	5.8	8.6	0.0	.	8.2	-1.9	0.8
O=C(Nc1ncc(Cc2ccccc2Cl)s1)c1ccc(-c2cccc([N+](=O)[O-])c2)o1	0.0	-10.0	-6.8	3.7	1.0	3.1	2.7	0.9	-0.3
C=CCNC(=O)/C(=C/c1cccc([N+](=O)[O-])c1)NC(=O)c1ccccc1	0.3	-1.7	-4.7	-8.4	46.0*	-22.5	-9.1	-5.9	-1.5
C/C(N)=C(/C#N)C(=O)CSc1nnc(NC(C)C)s1	-0.2	9.2	4.4	11.1	3.0	-12.5	51.0*	-2.5	-0.4
O=C(CN1CCCCC1)N1CCN(c2ccccc2)CC1	-0.1	1.7	-1.1	6.0	0.0	9.5	5.5	-4.1	5.1
Cc1c(C(=O)O)sc2nc(C)n(C)c(=O)c12	0.1	-0.1	-4.1	0.1	3.0	18.7	-4.0	1.6	-0.8
COC(=O)c1ccc(C2c3c(n[nH]c3C)C(=O)N2c2ccc(C)cc2)cc1 (stereo not given)	0.3	-2.6	3.6	2.1	3.0	9.3	0.6	4.7	2.3
Cn1c(CNC(=O)CNC(=O)Cc2ccccc2)cc(=O)n(C)c1=O	0.0	-2.7	5.7	6.8	3.0	-2.3	1.1	-0.4	-0.3
O=c1c2ccccc2ncn1-c1ccccc1C(F)(F)F	0.0	3.4	0.1	1.5	2.0	16.8	-3.0	2.4	0.3
Fc1ccc2c(c1)C(c1cccnc1)=NNC(c1cccs1)=N2	-0.1	0.2	10.2	0.0	0.0	.	2.0	-5.4	1.0
Cc1cccc(CCNC(=O)C2CCC(=O)N(Cc3ccccc3F)C2)n1 (stereo not given)	-0.4	-1.0	1.4	8.8	0.0	-2.5	5.5	3.6	-0.7
COc1ccc(C(=O)N2CCOC2CNC(=O)C(=O)NCCc2ccc(OC)c(OC)c2)cc1 (stereo not given)	0.3	-2.7	4.5	0.7	0.0	6.2	0.6	-0.8	1.3
Cc1ccc(C(=O)C(C)OC(=O)Cc2c[nH]c3ccccc23)cc1 (stereo not given)	0.3	-1.7	6.7	3.8	2.0	1.0	5.3	13.8	1.4
O=C(CSc1nnc(SCc2ccccc2)s1)N/N=C/C=C/c1ccco1	0.1	8.5	5.1	9.0	7.0	8.2	57.7*	4.3	1.5
CC(OC(=O)CN1C(=O)NC2(CCCCC2C)C1=O)c1ccccc1 (stereo not given)	0.1	.	2.4	4.5	4.0	-4.0	-1.1	-0.4	.
COc1cccc(OC)c1OCCNC(C)(C)C	0.2	0.5	2.0	-4.7	1.0	-0.9	-6.5	-3.0	-0.3
CC(C)(C)OC(=O)N1CCC[C@H]1c1nnc(SC/C=C/c2ccccc2)o1	0.1	-1.2	4.1	2.1	0.0	19.1	0.3	-2.4	1.3
COc1ccc(NC(=O)CN(C)CC(=O)Nc2ccc(N3CCOCC3)cc2)c([N+](=O)[O-])c1	-0.1	-0.7	-0.7	-6.3	1.0	1.6	-13.2	-4.5	-1.1
COc1cc(C(C)=O)ccc1OCCN1CCC(Cc2ccccc2)CC1	0.0	-3.1	-1.2	7.9	1.0	-3.3	6.2	-2.8	1.2
O=C(Cc1cccs1)NC1CCCC1	-0.1	-4.3	1.4	2.3	4.0	13.9	3.9	0.4	0.6
N/C(=N\OC(=O)c1cccc([N+](=O)[O-])c1)c1ccccn1	0.0	0.5	-3.1	5.6	0.0	4.1	1.4	-2.7	0.7
COc1ccc(C2=NN(C(=O)CCC(=O)O)C(c3ccc([N+](=O)[O-])cc3)C2)cc1 (stereo not given)	-0.1	.	.	.	1.0	-5.2	.	.	1.6
Cc1ccc2nc(-c3cccnc3)c(Nc3ccccc3C)n2c1	0.7	-3.0	-5.6	-1.8	4.0	7.3	0.1	0.2	2.3
CCn1c(SCC(=O)N2CCCc3ccccc32)nc2c1c(=O)n(C)c(=O)n2C	-0.1	-3.8	0.8	-2.2	1.0	-18.6	9.8	4.3	-1.1
CS(=O)(=O)c1ccc(NC(=O)CCN2C(=O)NC3(CCCC3)C2=O)cc1	0.0	.	1.6	-8.2	1.0	4.3	-8.3	-5.6	.
O=C(/C=C/c1c(F)cccc1Cl)NCCCN1CCOCC1	0.3	0.9	3.5	1.5	4.0	12.9	5.0	1.5	3.7
O=C(CNC(=O)Cc1cccc2ccccc12)NCc1ccc(F)cc1	-0.1	-2.4	-2.3	4.0	0.0	-1.6	0.6	-1.3	-1.0
Nc1cc(N)nc(SCCc2ccccc2)n1	-0.2	0.4	3.3	-4.9	0.0	-4.5	-0.4	-2.5	-0.4
CNC(=O)c1[nH]cnc1C(=O)Nc1ccccc1	-0.2	.	-3.4	0.5	1.0	-3.8	3.5	-6.6	.
NC(=O)C1CCN(c2ccc(C(F)(F)F)cn2)CC1	-0.2	0.1	3.6	3.3	1.0	-2.2	-0.5	-3.4	-2.3
O=C(CCC1CCCC1)N1CCN(C(=O)c2cccnc2)CC1	0.0	3.1	-5.8	-3.3	1.0	13.3	-10.7	-4.1	-2.2
O=C1CCC(=O)N1CCCCCc1nc(-c2ccccc2)no1	0.0	-5.0	3.9	2.1	1.0	0.5	2.0	-3.9	0.4
COCCn1c(N)c(N(Cc2ccccc2)C(=O)C2CCCCC2)c(=O)[nH]c1=O	-0.1	-4.7	7.5	-0.2	0.0	-7.4	0.5	2.1	1.7
COc1ccc(N(C)C(=O)c2cc3c(s2)-c2ccccc2S(=O)(=O)C3)cc1	-0.1	3.1	-1.9	5.9	0.0	-1.0	2.7	3.7	-0.1
COC(=O)CN(c1ccccc1F)S(=O)(=O)c1ccccc1	-0.1	-2.3	1.4	9.6	2.0	5.2	2.9	2.6	2.2
CCN(CC1COc2ccccc2O1)C(=S)NCCCN(C)C (stereo not given)	0.2	-3.9	3.0	5.5	0.0	49.0	-1.7	-6.3	0.3
CCSc1nnc(NC(=O)c2cc(C)nc3ccccc23)s1	0.0	-1.2	0.9	7.3	5.0	-11.6	4.1	-0.4	-0.3
COc1ccc(CCNC(=O)C2CCC(C(C)(C)C)CC2)cc1OC (stereo not given)	-0.9	1.1	-5.4	1.9	1.0	-2.9	-5.5	-1.0	-2.8
CCCCN(C(=O)c1ccc(C)cc1)c1c(N)n(CCC)c(=O)[nH]c1=O	0.0	0.1	1.6	3.5	1.0	4.9	3.0	-3.3	-2.1
COc1cccc(C(=O)c2c[nH]c(C(=O)NCc3cccnc3)c2)c1	-0.1	0.0	7.0	-2.9	2.0	12.0	-0.3	3.9	-4.1
O=C(O)/C=C/C(=O)Nc1ccc(OC(F)(F)F)cc1Br	0.0	0.9	6.1	4.8	0.0	31.4	-0.7	-1.2	1.1
O=C(NNc1c(F)c(F)cc(F)c1F)C1CCN(S(=O)(=O)c2ccccc2F)CC1	0.0	.	-2.4	.	0.0	0.6	.	.	.
O=c1[nH]c2ccc(S(=O)(=O)NCc3ccccc3)cc2[nH]1	0.0	0.3	4.1	2.4	2.0	0.9	-1.0	2.2	3.0
O=C(Nc1ccc(F)cc1F)N1CCCN(CCOc2ccccc2)CC1	-0.2	-1.6	2.8	1.7	2.0	-4.6	5.0	-2.2	-0.9
O=C(COc1ccc2ccc(=O)oc2c1)Nc1ccc(CN2CCOCC2)cc1	0.1	-3.1	-6.7	-1.0	0.0	8.5	0.7	-0.9	1.1
O=C(Nc1ccc2nc(SCc3ccc(Cl)cc3)sc2c1)c1ccccc1C(=O)N1CCOCC1	0.1	-16.7	3.9	-1.0	0.0	12.0	-3.0	-18.6	0.4
O=C(c1ccco1)N1CCN(/C(=N/S(=O)(=O)c2cccs2)c2ccccc2Cl)CC1	0.1	-1.8	-2.1	0.0	5.0	7.7	0.9	9.8	0.0
C=CCc1cc(C)ccc1OCCCn1ccnc1	0.1	3.6	4.7	3.7	0.0	6.2	-2.5	-1.6	-1.3
Cc1nc(SCC(=O)N2CCN(c3ccccc3)CC2)c2oc3ccccc3c2n1	0.0	0.2	0.5	-2.1	0.0	15.9	-2.2	-1.7	.
Cc1ccc(S(=O)(=O)CC(=O)N2CCN(c3ccccc3F)CC2)cc1	0.3	-3.0	-6.8	1.7	0.0	1.4	4.2	0.0	-2.4

The final 2 entries of the section before are carried over, then new ones follow:
SMILES	Efflux pump mplx	Fam108B counter	GLD-1 RNA inh	BCLXL inh	GRK2 aptamer HTS	VLA-4 inh	MCL1 BIM primary	PME-1 inh	MEX-5 binding
Cc1nc(SCC(=O)N2CCN(c3ccccc3)CC2)c2oc3ccccc3c2n1	0.0	0.2	0.5	-2.1	0.0	15.9	-2.2	-1.7	.
Cc1ccc(S(=O)(=O)CC(=O)N2CCN(c3ccccc3F)CC2)cc1	0.3	-3.0	-6.8	1.7	0.0	1.4	4.2	0.0	-2.4
Cc1ccc(Nc2nc3ccccc3s2)c(C)c1	0.2	-5.1	7.9	2.6	3.0	-15.5	0.9	-1.8	1.8
COc1cccc(N2CC(C(=O)Nc3nnc(SCc4cccnc4)s3)CC2=O)c1 (stereo not given)	-0.1	2.0	5.1	9.5	3.0	3.9	9.4	0.3	1.2
CC(=O)c1cccc(Nc2nc3ccccc3n3cnnc23)c1	0.3	3.5	0.2	0.3	0.0	-2.2	2.4	-0.9	-0.5
COc1nnc(-c2ccc(N3CCOCC3)c(NC(=O)c3ccccc3)c2)c2ccccc12	0.0	-5.6	4.7	8.2	2.0	2.6	-2.1	1.2	-0.8
Cc1oc(-c2cccc(Cl)c2)nc1CSc1nc2c(c(=O)[nH]1)CCC2	-0.3	0.5	-1.3	2.5	1.0	-9.5	7.8	-1.2	-0.4
